# Assay outcomes from PubChem.
# TDP2 inh – blocks human TDP2 phosphodiesterase activity; O95551; recombinant TDP2, T5PNP hydrolysis, p-nitrophenol absorbance 415 nm; inhibition, % at 12.8 µM; 370,000 tested, 0.34% active;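 active means inhibition above the mean of all tested compounds plus 3 SD, set per campaign, cut at about 25% in these data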;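 further: 0% = DMSO with enzyme and 100% = buffer with substrate but no TDP2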
#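 test system = human TDP2 enzyme | input = TDP2 enzyme at 120 nM final | medium = 50 mM Tris-HCl pH 7.5 with Mg2+, KCl, DTT, BSA | also added = T5PNP substrate, 5 mM | times = 2 h at 37 °C | technique = epi absorbance | benchmarks = high control without enzyme, low control DMSO plus TDP2 | replication = each compound tested once, singlicate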
# PRMT1 FP inh – blocks human protein arginine methyltransferase 1. Q99873. recombinant PRMT1, activity-based probe fluorescence polarization. inhibition, % at 2.79 µM. 370,000 tested, 1.3% active;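 active means inhibition above about 21% made by adding two undisclosed values, limit read from the data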
# SIAE primary – human SIAE inhibition, primary screen; Q9HAT2; SIAE FP-Rh probe binding, fluorescence polarization; inhibition, % at 9.66 µM; 370,000 tested, 0.69% active;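 active means inhibition above a cutoff: mean of compounds within the control limits plus 3 SD of those, cut at about 17% in these data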;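 further: 0% = plate median of compound wells and 100% = probe without SIAE protein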
# Target sequence (Q9HAT2 whole entry, looked up): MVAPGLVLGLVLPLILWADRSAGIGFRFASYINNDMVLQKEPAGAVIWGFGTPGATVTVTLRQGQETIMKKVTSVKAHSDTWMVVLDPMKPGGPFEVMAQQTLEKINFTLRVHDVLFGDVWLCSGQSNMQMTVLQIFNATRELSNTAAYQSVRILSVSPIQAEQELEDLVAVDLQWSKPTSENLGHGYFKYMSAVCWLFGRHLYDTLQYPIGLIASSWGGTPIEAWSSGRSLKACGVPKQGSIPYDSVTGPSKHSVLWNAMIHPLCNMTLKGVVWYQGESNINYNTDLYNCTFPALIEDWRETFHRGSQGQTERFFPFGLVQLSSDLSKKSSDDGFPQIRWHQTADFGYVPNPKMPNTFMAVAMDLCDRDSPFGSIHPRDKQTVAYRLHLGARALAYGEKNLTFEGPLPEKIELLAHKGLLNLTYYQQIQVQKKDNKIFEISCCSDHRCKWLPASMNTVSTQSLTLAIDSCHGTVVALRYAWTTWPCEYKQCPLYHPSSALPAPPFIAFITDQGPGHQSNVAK
# DDE Tn6 FP inh – inhibitors of Tn6 peptide binding to human fibrin DD(E); P02675; Fibrin DD(E) TRITC-Tn6 fluorescence polarization displacement; inhibition, % at 8.3 µM; 370,000 tested, 0.21% active;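 active means inhibition above a per-campaign cutoff: mean of compounds within control limits plus 3 SD, cut at about 15% in these data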;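 further: 0% = median of all compound wells on the plate and 100% = blocking peptide control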
# Target sequence (P02675 whole entry, looked up): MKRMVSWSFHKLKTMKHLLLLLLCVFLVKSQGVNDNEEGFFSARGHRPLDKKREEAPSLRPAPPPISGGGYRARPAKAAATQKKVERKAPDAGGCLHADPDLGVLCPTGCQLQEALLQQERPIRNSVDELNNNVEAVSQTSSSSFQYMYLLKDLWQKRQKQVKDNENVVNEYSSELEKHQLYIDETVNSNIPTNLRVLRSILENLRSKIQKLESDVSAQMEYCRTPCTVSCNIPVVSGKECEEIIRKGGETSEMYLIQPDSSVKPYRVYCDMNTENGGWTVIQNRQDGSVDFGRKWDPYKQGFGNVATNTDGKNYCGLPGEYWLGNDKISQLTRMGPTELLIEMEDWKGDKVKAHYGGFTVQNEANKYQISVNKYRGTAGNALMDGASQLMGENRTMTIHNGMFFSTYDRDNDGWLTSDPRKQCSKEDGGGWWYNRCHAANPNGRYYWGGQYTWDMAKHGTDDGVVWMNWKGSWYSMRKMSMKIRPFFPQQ
# TCR CD3 inh – blocks the human TCR-CD3 interaction; TAMRA-labeled TCR probe fluorescence, biochemical; inhibition, % at 9.4 µM; 360,000 tested, 0.37% active; in the data active means inhibition above about 19%;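 further: recombinant mutant TCR 2C K166C tagged with TAMRA read by polarization; 0% = receptor in buffer alone and 100% = receptor with positive control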
# MBD2 DNA inh – inhibitors of human MBD2 binding to methylated oligonucleotide. Q9UBB5. TR-FRET. inhibition, % at 4.4 µM. 370,000 tested, 0.31% active. AID 686964; in the data active means inhibition above about 13%
# LEDGF integ inh – blocks HIV-1 LEDGF/p75-dependent DNA integration; TR-FRET IN-LEDGF/p75 DNA integration, Eu/Cy5; inhibition, % at 3.7 µM; 370,000 tested, 0.64% active; AID 743269;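 active means inhibition above the screen-wide mean plus 3 SD, cut at about 13% in these data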;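 further: signal is the Cy5 over europium emission ratio at 671 and 618 nm; 0% = plate median of compound wells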
# KLK7 zymogen act – activators of human kallikrein-7 zymogen; P49862; purified proKLK7, EDANS-DABCYL substrate fluorescence; 100% is mature enzyme control, 0% vehicle; activation, % at 7 µM; 370,000 tested, 0.9% active;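 active means activation above the mean of all tested compounds plus 3 SD, computed per campaign excluding outliers beyond control limits, cut at about 13% in these data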
# UHRF1 binding – human UHRF1 methylated DNA binding inhibitors. Q96T88. UHRF1 binding to methylated oligo, TR-FRET. inhibition, % at 4.4 µM. 370,000 tested, 0.75% active; in the data active means inhibition above about 21%;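 further: UHRF1 SRA domain binding a hemimethylated CpG hairpin DNA probe; 0% = median of test compound wells and 100% = reference inhibitor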
# Tn7 DDE FP – disrupts Tn7 cyclic peptide binding to fibrin D-Dimer-E complex | P02675 | FP displacement of FITC-Tn7 peptide from fibrin DD(E); 0% = median of compound wells per plate | inhibition, % at 8.3 µM | 370,000 tested, 0.13% active;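 active means inhibition above the mean of compounds falling within the control limits plus 3 SD of them, cut at about 14% in these data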;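 further: 0% = plate median of compound wells and 100% = 10 µM Aha-Tn7 peptide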
#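 system = human fibrin DD(E) protein | quantity = DD(E) 2 µM final | medium = Tris/NaCl/CaCl2 buffer, pH 7.8 | also added = labelled Tn7 tracer, 0.1 µM | compound dosing = single point at 8.3 µM | timing = compound with protein 10 min, then 3 h after probe, room temperature | signal = FP measurement | benchmarks = Aha-Tn7 high control | repeats = one replicate per compound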
# Active calls of the source: *; / = no result given; & = joins results of further samples. Not a hit list. Share with any hit: about 4.6%.
SMILES,TDP2 inh,PRMT1 FP inh,SIAE primary,DDE Tn6 FP inh,TCR CD3 inh,MBD2 DNA inh,LEDGF integ inh,KLK7 zymogen act,UHRF1 binding,Tn7 DDE FP
O=C(CN(c1ccc(Cl)c(C(F)(F)F)c1)S(=O)(=O)c1ccccc1)N/N=C/c1cccc2c1OCCO2,3.2,-5.7,-64.2,-4.6,3.3,-0.2,-2.3,-0.2,-1.3,1.0
Cc1cc(C(=O)CCC(=O)Nc2ncccc2C)c(C)s1,0.6,-0.5,-2.4,-1.3,4.0,-4.8,0.8,-1.3,0.6,2.1
Cc1cc2c(cc1S(=O)(=O)CCC(=O)NCc1ccccc1)OCC(=O)N2,-6.9,-0.5,-8.5,-1.5,-3.0,6.1,-1.6,0.0,-0.1,3.8
Cc1ccc(C(=O)N2CC(C)SC2=Nc2cccc(S(=O)(=O)N(C)C)c2)cc1 (centres undefined),1.2,2.6,-0.8,9.0,-4.7,-2.9,2.0,-0.2,1.9,-2.2
O=C1CC(Nc2ccccc2)C(=O)N1c1ccc(N2CCOCC2)cc1 (centres undefined),-0.6,1.6,3.6,0.7,-1.7,2.5,-1.1,-0.3,0.6,2.4
CC(C)(C)NCC(O)CON=C1c2ccccc2-c2ccccc21 (centres undefined),-3.2,-2.6,4.6,-0.4,2.6,-4.0,-3.0,0.1,-17.0,2.1
CC(CCc1ccccc1)NC(=O)CCNS(=O)(=O)c1ccccc1C(F)(F)F (centres undefined),-2.6,-4.2,2.3,-0.6,0.8,3.5,0.0,0.2,-1.1,6.5
C/C(CC(=O)Nc1ccc(C)c(Cl)c1)=N\NC(=O)c1ccco1,7.2,4.2,-4.2,-2.2,-3.2,2.1,0.7,0.3,-0.4,-3.6
CC(CCc1ccccc1)NC(=O)c1ccccc1Cl (centres undefined),11.3,4.8,-0.7,-3.6,-8.7,4.4,-4.1,0.1,0.1,0.0
O=C(NCCCCc1ccccc1)Nc1ccc(F)cc1F,-2.5,-2.5,-6.3,4.3,-0.3,0.1,0.0,-0.5,-0.6,-3.6
C=CCNC(=O)C(C)N1C(=O)c2ccccc2C1=O (centres undefined),-6.6,-2.8,-4.5,5.2,-4.4,1.9,-2.1,-0.2,-0.6,6.7
Nc1cccc2cc(S(=O)(=O)O)ccc12,27.0*,33.9*,20.4*,-2.0,27.1*,6.2,39.2*,6.8,46.5*,-1.7
CC(C)C(CCN1C(=O)c2ccccc2C1=O)c1ccco1 (centres undefined),-2.2,3.6,-5.4,-10.3,-4.8,0.7,-0.3,0.2,-4.9,0.0
O=C(N1CCCC1)C12CC3CCC(CC(C3)C1)C2,2.1,2.1,-2.4,-0.5,-2.7,1.6,-6.0,-0.4,-1.3,1.6
COc1ccc(-c2nn(CCC(=O)O)cc2CCC(=O)O)cc1,-3.8,-2.9,1.9,1.2,0.5,-4.2,-4.4,-0.7,1.2,-9.1
O=C(NN1C(=O)c2ccccc2C1=O)C1CCCCC1,6.7,-0.4,4.7,-2.3,5.3,-1.0,-0.6,-0.1,-2.9,-3.4
Clc1ccc2nc(CSCc3ccccc3)cn2c1,5.6,-0.7,1.0,0.6,39.0*,2.2,-1.6,-0.3,-1.5,3.0
COC(=O)C1=C(NC(=O)c2ccc(C)c(C)c2)CCS1,-5.6,1.5,-0.9,9.3,4.9,-0.4,-5.2,0.3,-0.4,6.3
Cc1ccc(C)c(NC2=NS(=O)(=O)c3ccccc32)c1,4.1,-2.5,2.9,9.6,2.6,-1.3,-0.4,0.0,-3.9,-7.6
Cc1cccc(NC(=O)Cn2cc(C=O)c3ccccc32)c1,3.1,-7.1,-4.6,-2.5,2.2,-6.6,3.5,-0.5,-3.3,2.0
CC(C(=O)NC1CCCC1)N(C(=O)c1snc(C(N)=O)c1N)c1ccc2c(c1)OCCO2 (centres undefined),-1.5,0.3,-4.4,-2.4,-5.5,-3.5,-1.6,0.5,0.5,1.2
COc1cc(OC)cc(C(=O)N2CCN(C(=O)c3cccc(F)c3)CC2)c1,-3.9,2.1,0.9,-1.2,2.5,3.2,1.5,0.6,1.4,5.9
CSCCC(NC(=O)OCc1ccccc1)C(=O)NCc1cccnc1 (centres undefined),-13.4,9.1,5.4,-9.5,-0.1,0.1,-4.7,-0.2,5.7,-3.3
O=S(=O)(c1cccc2cccnc12)N1CCOCC1,8.9,-3.0,-3.3,-6.9,0.8,0.8,0.6,0.0,-3.2,0.3
COc1ccc(NC(=O)O/N=C/c2ccc(N(C)C)cc2)cc1,-1.4,-5.3,4.6,1.3,2.8,0.9,0.9,-0.2,-5.1,-4.0
COc1ccc(C(CCc2cc(OC)c(OC)c(OC)c2)NC(C)=O)cc1 (centres undefined),-1.8,2.0,-0.6,1.8,7.1,-9.1,-0.7,-0.3,1.6,0.0
CCN(Cc1ccccc1)C(c1cc2cc(C)ccc2[nH]c1=O)c1nnnn1CCOC (centres undefined),-2.3,2.6,-0.3,2.6,3.1,0.0,-1.1,1.0,-4.5,-3.4
O=C(C[n+]1cc[nH]c1)c1ccc(Cl)cc1,-1.1,-4.0,-4.9,2.0,-0.1,3.3,5.5,-0.5,-1.7,-1.5
COC(=O)[C@@H](NC(=O)NCc1ccco1)C(C)C,6.7,-3.1,6.4,0.8,2.1,-1.1,3.4,-0.3,1.4,-1.1
c1ccc(Sc2ncnc3c2oc2ccccc23)nc1,-2.5,5.4,0.1,6.9,-4.4,3.1,7.3,-0.8,8.9,1.6

# A few values from the entries so far.
# PRMT1 FP inh with O=S(=O)(c1cccc2cccnc12)N1CCOCC1 reads -3.0
# UHRF1 binding with COc1ccc(C(CCc2cc(OC)c(OC)c(OC)c2)NC(C)=O)cc1 (centres undefined) reads 1.6
# TCR CD3 inh with Cc1ccc(C)c(NC2=NS(=O)(=O)c3ccccc32)c1 reads 2.6

# Continued.
SMILES,TDP2 inh,PRMT1 FP inh,SIAE primary,DDE Tn6 FP inh,TCR CD3 inh,MBD2 DNA inh,LEDGF integ inh,KLK7 zymogen act,UHRF1 binding,Tn7 DDE FP
O=[N+]([O-])c1ccc(Oc2cccc3cccnc23)c([N+](=O)[O-])c1,3.6,-0.9,3.4,-4.4,3.5,-6.5,1.8,0.5,-7.1,1.0
CCOc1ccc(/C=C/C(=O)NCc2ccccc2)cc1,-9.2,0.1,-1.6,-4.4,10.8,-1.1,0.4,1.2,0.0,-4.3
Cc1ccc(C(=O)CC(C(=O)O)c2cn(CCC#N)c3ccccc23)cc1 (centres undefined),-7.7,8.4,-3.9,-3.4,2.1,2.7,-5.9,-0.1,6.4,2.6
Cc1cc(-c2cc(-c3ccc(Cl)cc3)nc(N)c2C#N)co1,7.5,38.9*,4.1,-3.8,6.4,0.8,-4.8,-3.6,2.1,-0.8
S=c1[nH]nc(-c2cc(-c3ccccn3)nc3ccccc23)o1,2.6,16.1,-5.0,7.7,33.4*,0.1,-7.2,-0.2,-5.0,-4.5
CCOC(=O)c1c(C)n(C)c2ccc(OC(C)=O)cc12,-0.1,-0.6,1.3,-5.1,3.5,1.5,-1.1,0.3,-0.6,8.9
COc1cccc(COC(=O)C2CCN(S(=O)(=O)c3ccc(F)cc3)CC2)c1OC,9.5,0.7,8.5,1.2,1.6,-4.0,4.8,-0.3,-2.4,3.2
COc1ccc2nc(NC(=O)C3CCCO3)sc2c1 (centres undefined),0.3,1.0,3.0,7.8,4.9,0.9,-0.2,0.4,-0.3,-3.6
O=C(NN1CC(=O)N(c2cc(Cl)cc(Cl)c2)CC1=O)c1sccc1Cl,12.7,0.6,-0.1,-5.0,1.8,0.7,-1.8,-0.6,0.2,1.0
Nc1nc2c(ncn2[C@@H]2O[C@H](C(=O)N[C@@H](Cc3ccccc3)C(=O)NCC3CCCCC3)[C@@H](O)[C@H]2O)c(=O)[nH]1,-0.3,-1.1,-8.2,5.0,7.3,0.2,-4.2,1.4,0.9,6.2
CCCCNC(=O)Nc1nc(SCC(=O)OCC)n[nH]1,-8.8,2.9,2.4,-1.4,-4.7,3.4,2.4,-0.3,-0.3,-5.0
CCc1c(N=O)c(-c2ccccc2)n(O)[n+]1[O-],-2.5,-3.9,6.3,3.1,-1.3,-3.8,8.1,0.7,4.5,-4.0
O=C(O)C1C(c2ccccc2)=C1c1ccc(Br)cc1 (centres undefined),-10.1,-6.2,-4.2,-3.8,4.0,2.4,3.8,-0.2,-1.3,-1.5
O=C(CSC1=NCCS1)c1ccc(Cl)cc1,-5.9,18.0,-6.4,-0.5,2.4,-0.3,-1.6,0.4,-1.9,0.5
CCCCCC(=O)Nc1nc(C)c(-c2csc(Nc3ccc(Cl)cc3)n2)s1,-4.4,-1.5,-5.3,-6.1,-0.4,2.9,-1.5,-0.3,-4.5,7.1
O=C(CSc1ncccn1)N1CCCc2ccccc21,-4.9,3.5,6.7,4.8,5.1,-0.1,-2.6,-0.3,3.4,7.2
O=C(OC12CCCN(C1)/C(=C/c1cccnc1)C2)C1CCCC1 (centres undefined),3.4,0.1,9.6,-7.4,/,-0.5,-0.7,0.0,-1.5,-2.1
COC(=O)[C@]12C[C@H](CC(=O)NCC3CCCCC3)C(=O)N(CCC3=CCCCC3)C1=C[C@H](C1CCCC1)O[C@@H]2C,-5.9,2.8,-4.7,9.6,/,-2.2,-2.5,-0.5,-3.0,1.5
COc1ccc(OC)c(CN2C(=O)c3ccccc3C2c2nnnn2-c2ccc3c(c2)OCCO3)c1 (centres undefined),3.0,2.8,6.9,3.8,1.9,5.4,-1.3,0.2,0.4,3.4
Cc1nnc(C)n1/N=C/c1ccccc1,-16.9,-2.7,-4.7,-6.7,2.6,-4.1,2.5,0.2,-1.7,-1.5
O=C(N/N=C/c1ccc([N+](=O)[O-])cc1)c1ccc(NS(=O)(=O)c2cccs2)cc1,8.4,-0.8,6.2,-6.9,10.7,4.5,1.9,-1.0,8.4,5.8
O=C(CSc1nc2ccccc2n1S(=O)(=O)c1cccc([N+](=O)[O-])c1)NCc1cccs1,3.4,1.4,2.7,3.1,4.5,-0.5,1.2,-0.3,0.2,-7.3
COc1cc(/C=N/NC(=O)c2ccncc2)ccc1O,-4.0&-7.9,-0.2&0.4,2.6&5.7,-3.1&-1.9,-5.6&-4.6,1.1&-0.5,-4.6&-0.2,0.8&7.8,3.3&-1.5,1.7&3.4
O=c1cc(-c2ccccc2)[nH][nH]1,58.8*,-0.3,2.3,-1.1,0.7,-5.4,23.3*,-2.8,-0.8,-2.0
COc1cccc(CN2CCNC(=O)C2CC(=O)NC2CCCCC2)c1OC (centres undefined),-0.5,-0.7,5.4,8.2,4.1,-5.1,1.3,0.0,-2.1,2.8
